# High-throughput results: PubChem BioAssay, National Center for Advancing Translational Sciences (NCATS)
# EPAC2 antagonist = antagonists of human EPAC2 | Potency, µM (highest dose often 114 µM), for the others: at the highest dose activity, negative = inhibition, hits mostly inhibitors | EPAC2 GEF exchange of Rap1B-BODIPY-GDP, fluorescence | actives 0.18% (n = 360,000); also: % is scaled to controls: 0 for no effect and ±100 for the full control effect; nearly all actives have a fitted effect of over 45% in size; many of its hits are not listed in these tables
# Target sequence (Q8WZA2 whole entry, looked up): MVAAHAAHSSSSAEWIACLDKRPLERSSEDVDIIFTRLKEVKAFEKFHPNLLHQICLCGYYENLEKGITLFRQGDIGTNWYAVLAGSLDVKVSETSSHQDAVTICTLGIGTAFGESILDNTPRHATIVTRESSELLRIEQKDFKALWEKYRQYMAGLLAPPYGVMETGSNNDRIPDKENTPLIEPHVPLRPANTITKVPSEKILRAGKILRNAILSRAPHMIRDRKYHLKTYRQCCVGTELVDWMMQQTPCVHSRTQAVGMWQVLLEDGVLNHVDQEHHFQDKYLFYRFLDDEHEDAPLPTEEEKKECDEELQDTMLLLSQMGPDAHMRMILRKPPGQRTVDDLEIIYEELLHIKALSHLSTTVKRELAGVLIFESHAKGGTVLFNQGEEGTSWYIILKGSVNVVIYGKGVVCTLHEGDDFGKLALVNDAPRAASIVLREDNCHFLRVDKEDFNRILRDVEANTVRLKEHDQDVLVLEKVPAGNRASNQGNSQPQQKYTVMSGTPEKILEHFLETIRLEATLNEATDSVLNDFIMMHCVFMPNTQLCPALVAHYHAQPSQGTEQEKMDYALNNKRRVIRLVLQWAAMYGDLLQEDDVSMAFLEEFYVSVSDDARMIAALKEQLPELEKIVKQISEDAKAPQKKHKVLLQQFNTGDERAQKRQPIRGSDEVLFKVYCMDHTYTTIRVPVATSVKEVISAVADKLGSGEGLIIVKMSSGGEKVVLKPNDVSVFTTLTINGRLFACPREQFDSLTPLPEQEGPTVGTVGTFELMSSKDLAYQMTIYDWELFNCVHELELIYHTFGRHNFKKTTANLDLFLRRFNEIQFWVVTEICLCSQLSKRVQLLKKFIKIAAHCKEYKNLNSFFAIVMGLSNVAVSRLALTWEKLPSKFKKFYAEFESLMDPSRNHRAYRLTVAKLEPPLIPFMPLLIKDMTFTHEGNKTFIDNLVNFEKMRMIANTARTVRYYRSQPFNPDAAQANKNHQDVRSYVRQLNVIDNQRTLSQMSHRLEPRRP
# Nrf2 ARE act = activators of Nrf2 (ARE) signaling | AREc32 ARE-luciferase reporter (MCF7-derived line), luminescence, 24 h | Potency, µM (highest dose often 46.1 µM), without a hit: at the highest dose activation, hits mostly activators | actives 0.31% (n = 410,000); also: % of control where 0% means no effect; nearly all actives have a fitted effect of over 65% in size
#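 For detection, Steady-Glo was added and plates sat 30 min at RT; before that, AREc32_Fluc cells grown overnight in OPTI-MEM/5% FBS had been treated with 23 nL compound for 24 hr at 37 deg C.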
# MCF10A rerep = induces DNA re-replication in MCF 10a normal breast cells. MCF 10A DNA re-replication, Hoechst nuclear intensity, 48 h. Potency, µM (doses to about 46.1 µM), inactives show at the top dose activity, positive = re-replication, actives largely listed as activators. actives 2.9% (n = 350,000); also: % of control where 0% means no effect; nearly all actives have a fitted effect of over 50% in size
# HepG2 viability = HepG2 cytotoxicity, counter-screen for TGF-b inhibitors; Potency, µM (series often up to 46.1 µM), without a hit: top-dose activity change, negative = cytotoxicity, actives largely listed as cytotoxic; actives 0.76% (n = 410,000); HepG2 CAGA-GFP viability, ATP luminescence, 18 h; AID 588856; also: some results filed as inactive show a strong effect at the top dose
#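 CellTiter-Glo luminescence gave cytotoxicity after 18 hours at 37 degrees C. The cells were HepG2 CAGA-GFP in 1% FBS DMEM, stimulated with 500 pg/mL TGF-beta after compound addition. %Activity was normalised to no-cell wells (complete cell-killing) and DMSO (no toxicity), and curves were fitted and classified.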
# ATXN viability = cell viability loss in ATXN counter-screen | S2 cells (HEK-293 line with an ATXN2-luciferase reporter) viability, CellTiter-Fluor protease fluorescence, 24 h | actives 0.49% (n = 400,000) | AID 651635 | Potency, µM (series often up to 56.7 µM), most hits filed as cytotoxic; also: nearly all actives have a fitted effect of over 40% in size
# ATXN2 expr inh = inhibitors of ATXN2 expression. HEK-293 ATXN2-luciferase reporter, luminescence, 24 h. Potency, µM (series often up to 57 µM), for inactives: at the highest dose activity change, negative = inhibition, most hits filed as inhibitors. actives 0.72% (n = 360,000). AID 1745845; also: % is scaled to controls: 0 for no effect and ±100 for the full control effect; nearly all actives have a fitted effect of over 55% in size
#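 ATXN2-luciferase reporter cells (luciferase flanked by upstream and downstream ATXN2 gene portions) were treated 24 h at 37 °C with compounds at up to 57 uM. SteadyGlo luminescence gave expression; GF-AFC fluorescence gave viability.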
# TGFb inhibitor = blocks TGF-b signaling | HepG2 CAGA-GFP TGF-b/SMAD3 reporter, GFP fluorescence, 18 h; TGF-beta stimulated, 500 pg/mL final | Potency, µM (series often up to 46.1 µM), inactives show top-dose activity, negative = inhibition, most hits filed as inhibitors | actives 1.2% (n = 410,000) | AID 588855; also: % is scaled to controls: 0 for no effect and ±100 for the full control effect; nearly all actives have a fitted effect of over 65% in size
#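 TGF-beta reporter screen: HEPG2 CAGA-GFP, 1% FBS, 500 pg/mL TGF-beta final, 18 h; per-cell GFP summed per well; curves fitted and categorized by class.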
# A549 tox = counter-screen for Nrf2 inhibitors: cytotoxicity in A549 cells | A549 ARE-Fluc cells, CellTiter-Fluor viability, 18-24 h | Potency, µM (doses to about 46 µM), for the others: at the top dose activity change, negative = cytotoxicity, actives largely listed as inhibitors | actives 0.16% (n = 390,000); also: % is scaled to controls: 0 for no effect and ±100 for the full control effect
#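 Cytotoxicity counterscreen: CellTiter-Fluor fluorescence was measured in A549 ARE_Fluc cells after 18-24 h of compound exposure in a concentration series. The subsequent BugLite luminescent read reports ARE-luciferase activity.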
# Nrf2 block = blocks Nrf2 signaling; A549 ARE-Fluc reporter, luciferase luminescence, 18-24 h; Potency, µM (series often up to 46 µM), without a hit: at the top dose activity change, negative = inhibition, hits mostly inhibitors; actives 2.1% (n = 360,000); AID 504444; also: % is scaled to controls: 0 for no effect and ±100 for the full control effect; nearly all actives have a fitted effect of over 60% in size
#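 Concentration-response testing used A549 ARE_Fluc cells at 5000 cells/well. Following an 18-24 h compound incubation, viability was read by fluorescence (Ex 405/Em 525) and luciferase output by luminescence.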
# Numbers without * were called inactive; i = inactive; ? = inconclusive; . = no result given; [ ] = another dose, or the depositor's remark. Calls follow the shape of the dose curve; as a rule, active = well fitted curve in the direction sought with a large enough effect; inconclusive = small, poorly fitted or top-dose-only effect, or another doubt; inactive = no such curve, though single readings can be large; an effect the other way counts as inactive or inconclusive. Potency is read from the fitted curve at half-maximal effect.
SMILES,EPAC2 antagonist,Nrf2 ARE act,MCF10A rerep,HepG2 viability,ATXN viability,ATXN2 expr inh,TGFb inhibitor,A549 tox,Nrf2 block
Cc1ccc(C(=O)C2=C(O)C(=O)N(Cc3cccnc3)C2c2ccc(Cl)cc2)o1 (stereo not drawn),-5%,1.8%,?,12%,.,-16%,0%,2%,?
CCOC(=O)C1=C(C)N=C2c3ccccc3C(=O)C2C1c1ccc(Cl)cc1 (stereo not drawn),-10%,7.8%,21%,-63%,i,-11%,?,16µM*,?
COc1cnc(SCc2ccc(Cl)cc2)nc1Cl,-3%,3.1%,?,-4%,i,19%,19%,-9%,5%
Cc1oc2ncn(CC(C)C)c(=O)c2c1C(=O)Nc1cccc(C(F)(F)F)c1,.,-0.7%,.,-1%,i,13%,5%,-3%,?
CCc1ccc(C(C)NC(=O)c2ccncc2)cc1 (stereo not drawn),4%,-0.5%,1%,-3%,i,-8%,1%,3%,6%
Nc1nc(SCC(=O)Nc2cccc(C(F)(F)F)c2)n[nH]1,.,0.7%,.,0%,i,-8%,-13%,4%,18µM*
CN(C)c1cc(-c2ccccc2)nc(N)n1,-1%,-0.3%,?,0%,i,7%,2%,-11%,9%
O=c1c2ccccc2[nH]c(=S)n1CCN1CCCCC1,5%,-0.1%,-2%,-14%,i,-22%,-23%,-1%,-13%
O=C1CN(C(=O)C2CCC(=O)N(CCc3ccc(Cl)cc3)C2)CCN1 (stereo not drawn),15%,-0.6%,3%,-11%,i,8%,?,-9%,22%
Cc1ccc(CNC(=O)[C@H](C)NC(=O)C2CCN(C(=O)[C@@H]3CCCN3C(=O)OC(C)(C)C)CC2)cc1,4%,0.7%,8%,-2%,i,0%,0%,-1%,-3%
COc1ccc(C2/C(=C(\O)c3cccc(OC)c3)C(=O)C(=O)N2c2ccccn2)cc1 (stereo not drawn),9%,0.4%,?,-1%,i,-2%,1%,0%,-12%
Cc1ccn2c(-c3n[nH]c(=S)n3Cc3ccccc3)c(C)nc2c1,1%,-0.4%,?,-9%,i,-2%,0%,-13%,-15%
COc1cc(C(=O)OCC(=O)Nc2cc(C)on2)c([N+](=O)[O-])cc1OC,14%,4.7%,2%,5%,i,-18%,-23%,-7%,-7%
COc1cccc(-c2cc(C(=O)NCc3cccs3)no2)c1,-5%,3.9%,-8%,-6%,i,18%,3%,-4%,?
Cc1cc(Br)c(S(=O)(=O)n2nnc3ccccc32)cc1C,11%,-0.8%,10µM*,14%,?,27%,-2%,9%,9%
CSc1ncccc1C(=O)Nc1ccc2c(c1)OCO2,18%,3.8%,3%,-12%,i,3%,0%,-6%,8%
CN1CCN(c2ccc(S(=O)(=O)N3CCOCC3)cc2NC(=O)CC(C)(C)C)CC1,-7%,-0.6%,0%,-5%,i,3%,8%,3%,-15%
Cc1nc2ccc3nc(NC(=O)c4ccc(S(=O)(=O)N5CCOCC5)cc4)sc3c2s1,3%,0.4%,-2%,-1%,i,-14%,-21%,-3%,-6%
O=C(CCC1CCCN(C(=O)C2(c3ccccc3)CC2)C1)N1CCN(c2ccccn2)CC1 (stereo not drawn),-10%,0.8%,8%,16%,i,-21%,-7%,-10%,?
COc1cc(C)c(Br)cc1S(=O)(=O)N1CCCC1,10%,-0.7%,5%,-7%,i,-12%,17%,-4%,-4%
O=C(c1cccc(F)c1)N1CCN(C(=O)c2cc(-c3ccc(Cl)cc3Cl)on2)CC1,10%,5.7%,?,-38%,i,-5%,?,3%,?
O=C(CSCc1cnn(-c2ccccc2)c1-n1cccc1)NCc1ccc(Cl)cc1,.,3.8%,.,-33%,.,.,?,-1%,?
COc1ccc(S(=O)(=O)N2CCC(NC(=O)Nc3ccc(C)cc3)CC2)cc1,-1%,0.4%,0%,-1%,i,-18%,-11%,?,-7%
Cc1cc(Cl)c2oc(C(=O)N(C)Cc3ccon3)c(C)c2c1,?,4.1%,?,-7%,i,49%[activator],16%,0%,23%
CN(C(=O)CSc1ncccc1C(=O)O)c1ccccc1,3%,0.2%,14%,7%,i,-12%,16%,17%,7%
Cc1ccc([N+](=O)[O-])c(OCC(O)CNC(C)(C)C)c1 (stereo not drawn),2%,-0.3%,-1%,4%,i,.,-3%,5%,6%
COc1ccccc1Cn1c(=S)[nH]c2cc(C(=O)N3CC(C)CC(C)C3)ccc2c1=O (stereo not drawn),2%,-0.5%,.,-10%,i,.,-21%,.,.
O=C1c2ccccc2C(=O)N1CCc1nc(-c2ccc(Cl)cc2)no1,-1%,0.0%,10%,1%,.,.,?,3%,?
COc1ccccc1C(=O)N/N=C(\C)CC(=O)Nc1ccccc1NC(C)=O,20%,6.1%,0%,-32%,i,.,34%,0%,-18%
COC(=O)c1cc(C(=O)OC)cc(S(=O)(=O)Nc2ccc(Cl)c(N)c2)c1,-1%[57.1 µM],-0.3%,10%,-11%,i,6%,0%,0%,?
Cn1c(=O)c2c(nc(SCCN3CCOCC3)n2C)n(C)c1=O,1%,0.6%,9%,12%,i,.,8%,8%,-3%
Cc1cc(S(=O)(=O)N2CCN(c3ccc(F)cc3)CC2)ccc1-n1cnnn1,-2%,0.3%,-12%,-6%,i,1%,5%,0%,?
CC(C)(C)c1ccc(S(=O)(=O)NC(=O)C2(C)CCN2C(=O)CC2CCCCC2)cc1 (stereo not drawn),6%,0.2%,.,-5%,i,2%,1%,.,.
O=C(OCC(=O)N1CCc2ccccc21)c1ccncc1,12%,-0.6%,-1%,8%,i,1%,23%,2%,-2%
O=C(Cn1ncc2c(=O)oc3ccccc3c21)NCC1COc2ccccc2O1 (stereo not drawn),3%,1.6%,4%,-31%,i,-10%,-15%,7%,?
COc1ccc(CSc2nc(C)cc(=O)[nH]2)cc1,-2%,3.3%,1%,0%,i,24%,0%,-7%,.
CCOc1ccc(NC(=O)CN2CCCN(Cc3cc(C)ccc3C)S2(=O)=O)cc1,.,0.5%,.,-17%,i,?,?,-2%,-7%[9.27 µM]
COc1ccc(NC(=O)C(c2ccc(OC)cc2)N(C)C(=O)CC2NC(=O)NC2=O)cc1 (stereo not drawn),11%,0.1%,-1%,-23%,i,7%,-8%,1%,1%
Nc1c(-c2ccccc2)cnn1C1CCS(=O)(=O)C1 (stereo not drawn),9%,0.2%,-7%,1%,i,5%,-17%,1%,16%
CCCCCc1nnc(NC(=O)C2CCCO2)s1 (stereo not drawn),0%,0.2%,-4%,-2%,i,62%[activator],21%,-4%,.

# Whole records, quoted from the list. Order of values: EPAC2 antagonist	Nrf2 ARE act	MCF10A rerep	HepG2 viability	ATXN viability	ATXN2 expr inh	TGFb inhibitor	A549 tox	Nrf2 block
# Entry for `Cc1cc(S(=O)(=O)N2CCN(c3ccc(F)cc3)CC2)ccc1-n1cnnn1` : -2%	0.3%	-12%	-6%	i	1%	5%	0%	?
# Entry for `Nc1c(-c2ccccc2)cnn1C1CCS(=O)(=O)C1` (stereo not drawn) : 9%	0.2%	-7%	1%	i	5%	-17%	1%	16%
# Entry for `O=C(CSCc1cnn(-c2ccccc2)c1-n1cccc1)NCc1ccc(Cl)cc1` : .	3.8%	.	-33%	.	.	?	-1%	?

# More structures follow:
SMILES,EPAC2 antagonist,Nrf2 ARE act,MCF10A rerep,HepG2 viability,ATXN viability,ATXN2 expr inh,TGFb inhibitor,A549 tox,Nrf2 block
Cn1c(SCC(=O)Nc2cc(S(=O)(=O)N3CCOCC3)ccc2N2CCOCC2)nnc1-c1ccncc1,10%,-0.6%,-1%,-2%,i,-12%,5%,2%,0%
CNC(=O)NC(=O)CSc1nnc(-c2ccco2)n1Cc1ccccc1,2%,-0.2%,-1%,-19%,i,4%,5%,2%,-6%
Nc1nc(Cl)cc(N2CCC(c3cc(-c4ccc(Cl)cc4Cl)n[nH]3)CC2)n1,-8%,4.0%,?,-110%,?,?,?,?,10µM*
CCOC(=O)Nc1ccc2c(c1)Nc1ccccc1S2,-5%,3.9%,3%,-23%,?,1%,-24%,-18%,?
Cc1ccc(CNC(=O)C(NS(=O)(=O)c2ccc3nc(C)sc3c2)C(C)C)cc1 (stereo not drawn),1%,-0.2%,-1%,-39%,i,-4%,?,1%,3%
COC(=O)CNC(=O)COC(=O)/C=C/c1ccccc1[N+](=O)[O-],4%,28%,5.8µM*,4%,i,2%,-8%,0%,22%
COCCn1c(SCC(=O)NC2CCCCC2C)nnc1-c1ccncc1 (stereo not drawn),5%,0.6%,-33%[inhibitor],-1%,i,4%,6%,-1%,?
CCOC(=O)Cc1c(C)nc(N)[nH]c1=O,5%,-0.3%,0%,-19%,i,-21%,0%,0%,0%
O=C(Cc1cccc(NC(=O)C2CCCN(C(=O)c3ccccc3)C2)c1)Nc1ccc(C(=O)N2CCCCC2)cc1 (stereo not drawn),13%,-0.6%,-16%,-7%,i,4%,-3%,-4%,2%
CCCc1nn2c(=O)c(C(c3ccc(C)cc3)c3c(O)nc4sc(CCC)nn4c3=O)c(O)nc2s1,6%,-0.4%,-4%,12%,i,-8%,-16%,0%,1%
COc1ccnc2c1c(=O)n(Cc1ccc(Cl)cc1)c(=O)n2C,7%,1.9%,?,-5%,i,.,-10%,4%,-2%
CC(=O)N1c2ccc(S(=O)(=O)N3CCC(C(=O)Nc4ncccc4C)CC3)cc2CC1C (stereo not drawn),1%,-0.4%,1%,-3%,i,5%,-5%,12%,20%
COc1ccc(NC(=O)Cn2c(=O)n(CCc3ccccc3)c(=O)c3sc4ccccc4c32)cc1,.,0.3%,.,-7%,i,10%,?,-2%,?
CCOc1ccc(NS(=O)(=O)c2ccc(C(=O)N3CCCC(C)C3)cc2)cc1 (stereo not drawn),-4%,0.1%,-3%,-2%,?,?,-7%,-11%,7.3µM*
CC(C)(C)C(=O)c1c(N)[nH]c(C(=O)c2ccccc2)c1-c1ccc(Br)cc1,3%,-1.2%,.,.,i,5%,.,.,.

# Taken from above:
# CCOC(=O)Nc1ccc2c(c1)Nc1ccccc1S2 in Nrf2 ARE act → 3.9%
# Cc1ccc(CNC(=O)C(NS(=O)(=O)c2ccc3nc(C)sc3c2)C(C)C)cc1 (stereo not drawn) in HepG2 viability → -39%
# Cn1c(SCC(=O)Nc2cc(S(=O)(=O)N3CCOCC3)ccc2N2CCOCC2)nnc1-c1ccncc1 in MCF10A rerep → -1%
# COc1ccnc2c1c(=O)n(Cc1ccc(Cl)cc1)c(=O)n2C in EPAC2 antagonist → 7%

# This is a subset; count on the stated rates, not on these rows.
